Screening data (PubChem BioAssay)
mcGAS lum – inhibitors of mouse cGAS; recombinant cGAS, Kinase-Glo ATP depletion luminescence; inhibition, % at 12.5 µM; 0.15% of 160,000 active;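 also: 0% = negative control wells and 100% = reference inhibitor with no enzyme activity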
hcGAS lum – blocks human cGAS activity | recombinant h-cGAS, ATP depletion, Kinase-Glo luminescence | inhibition, % at 12.5 µM | 0.081% of 290,000 active;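 also: 0% = vehicle reaction and 100% = reaction without DNA for no activity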
Target sequence (Q8N884 whole entry, looked up): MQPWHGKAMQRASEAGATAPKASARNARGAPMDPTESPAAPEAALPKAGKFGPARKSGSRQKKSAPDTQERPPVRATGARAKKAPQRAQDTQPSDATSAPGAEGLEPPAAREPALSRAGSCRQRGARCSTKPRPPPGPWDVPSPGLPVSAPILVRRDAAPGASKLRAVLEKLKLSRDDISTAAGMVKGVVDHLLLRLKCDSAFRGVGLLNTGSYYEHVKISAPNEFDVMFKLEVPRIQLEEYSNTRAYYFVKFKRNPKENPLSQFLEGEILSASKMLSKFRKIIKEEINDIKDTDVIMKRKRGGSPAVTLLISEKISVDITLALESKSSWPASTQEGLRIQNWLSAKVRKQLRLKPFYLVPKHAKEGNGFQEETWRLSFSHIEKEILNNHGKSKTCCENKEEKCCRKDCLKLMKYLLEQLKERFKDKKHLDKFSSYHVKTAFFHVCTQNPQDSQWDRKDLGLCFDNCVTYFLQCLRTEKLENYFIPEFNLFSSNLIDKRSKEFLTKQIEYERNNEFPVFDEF
NPYLR7 agonist – mosquito NPYLR7 agonism; 0.15% of 270,000 active; AID 1259423; HEK293T NPYLR7/Galpha15, GCaMP6s calcium fluorescence; activation, % at 10 µM; in the data active = activation above about 40%;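 also: 0% = vehicle and 100% = reference agonist at the receptor; some compounds past the cut are filed as inactive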
The depositor's hits bear a star; / = no result given; & = joins results of further samples. Rule as the data show it, unless noted: active = inhibition above about 40%; inactive = the rest.

SMILES	mcGAS lum	hcGAS lum	NPYLR7 agonist
C=CCCC(=O)N1CCC(=O)N(C)c2ccccc2C(OC)C1 (stereo not drawn)	-6	-1	2
Cc1cccc(NC(=O)c2c(N)n(/N=C\c3cccnc3)c3nc4ccccc4nc23)c1	-8	-6	5
COc1cc2c(cc1OC)CN(C1CCCN(C(=O)c3cc(C)nc(C)n3)C1)CC2 (stereo not drawn)	/	-10	2
CN(Cc1ccccc1)c1nc2c(c(=O)[nH]c(=O)n2C)n1CCSc1nc2ccccc2o1	/	-8	-1
COc1cc2c(c(OC)c1)C(c1cnc3cc(O)ccc3c1)CC(=O)N2 (stereo not drawn)	/	-6	8
Cc1ccc(C(O)CN2CCN(C)CC2C)cc1C (stereo not drawn)	-8	-11	5
O=C(COc1ccccc1)OC1CS(=O)(=O)CC1OC(=O)COc1ccccc1 (stereo not drawn)	/	1	9
CC(C)(C)C(=O)Nc1nnc(Cc2ccccc2)s1	-4	-17	9
CCCN(C1CCS(=O)(=O)C1)S(=O)(=O)C1=Cc2ccccc2CC1 (stereo not drawn)	-1	-2	1
CCCCNS(=O)(=O)c1cccc(NC(=O)c2cc(C)oc2C)c1	-3	-12&-1	9&3

The last 3 entries of the section before come first, to join the parts.
SMILES	mcGAS lum	hcGAS lum	NPYLR7 agonist
CC(C)(C)C(=O)Nc1nnc(Cc2ccccc2)s1	-4	-17	9
CCCN(C1CCS(=O)(=O)C1)S(=O)(=O)C1=Cc2ccccc2CC1 (stereo not drawn)	-1	-2	1
CCCCNS(=O)(=O)c1cccc(NC(=O)c2cc(C)oc2C)c1	-3	-12&-1	9&3
O=C(CN1CCN(Cc2ccc3c(c2)CCO3)CC1)Nc1c(F)cccc1F	/	-4	3
COCCOC(=O)C1=C(C)N(C)C(=O)NC1c1ccccc1Cl (stereo not drawn)	-8	1	11
CO[C@@H]1c2ccccc2C2(CCN(Cc3[nH]cc(C)c(=O)c3C)CC2)[C@H]1O	-3	-4	4
CC(=O)c1ccc(S(=O)(=O)N2CCCCC2C(=O)NC(C)C2CC2)cc1 (stereo not drawn)	-16	-7	0
CCSc1nc(N)c(C#N)c(-c2ccco2)c1C#N	-5	14	3
O=c1ccc(-c2ccc(F)cc2)nn1CC(O)c1ccc(OC(F)F)cc1 (stereo not drawn)	/	8	1
O=C(c1ccc(F)cc1)N1CCN(c2c3c(nc4ncnn24)CCCC3)CC1	-6	-4	/
CCOCC(O)CNC(=O)c1cc(Cl)ccc1OC1CCN(C(C)=O)CC1 (stereo not drawn)	/	-11	16
COc1cc(=O)n(-c2ccccc2C)nc1C(=O)N1CCN(c2ccccc2)CC1	/	-7	2
CC(OC(=O)c1ccc(Cl)s1)C(=O)Nc1ccc(N(C)C)cc1 (stereo not drawn)	/	-13	7
Cc1cccc(NC(=O)CSc2ccnc(=O)[nH]2)c1	-3	-2	6
COCCN(C)C(=O)CCc1nnc(Cc2ccc(-c3ccccc3)cc2)o1	-3	2	2
CCn1c(CCCCCCN)nnc1SC	/	-5	15
CCn1cc(C(=O)Nc2ccc(C#N)cc2)c(=O)c2ccc(C)nc21	/	-4	5
Cc1ccc(NC(=O)N2CCN(C(C(=O)NCCCN3CCCC3=O)C3CCCC3)CC2)cc1 (stereo not drawn)	-4	-4	-2
CC(C)(C(=O)N1CCCC2(CCNC2)C1)n1cccc1 (stereo not drawn)	/	4	4
Cc1nc(CNC(=O)CCCC(C)(C)C)no1	-13	-3	-1
COC(=O)C1=C(C)NC2=C(C(=O)CC(c3ccccc3)C2)C1c1ccc2c(c1)OCO2 (stereo not drawn)	3	3	-1
Cc1cccc(C(=O)Nc2c(C)nc3ccc(Cl)cn3c2=O)c1	/	-9	4
Cc1ccc2c(c1)=C/C(=C\c1ccnn1C)C=2O	-13	-5	1
CCOC(=O)c1coc(N2CC[C@@H](N3CCOCC3)[C@H](O)C2)n1	-18	-2	24
CCCc1cc(=O)[nH]c(-n2nc(C)cc2NC(=O)c2ccc(C)cc2)n1	0	-3	-5
COCCN1C(=O)NC(c2ccc([N+](=O)[O-])cc2)C(C(=O)OC)=C1C (stereo not drawn)	/	-8	17
O=C(COC(=O)C1CC2CCCC(C1)C2=O)NC1CC1 (stereo not drawn)	/	-5	4
O=C(NCCc1ccccc1)N1CCn2cccc2C1c1ccccc1 (stereo not drawn)	/	0	4
CC1=C(C(=O)N2CCOCC2)C2(CCC(C)CC2)OC1=O (stereo not drawn)	-5	-5	12
COc1cc(C)c(NC(=O)C2CCOCC2)cc1OC	-5	-3	1
CC(C)C(=O)N1CCC1(C)C(=O)Nc1ccccc1Oc1ccccc1 (stereo not drawn)	/	-6	-3
CC(=O)NC(C)(c1ccccc1)c1nc(-c2cnc3ccccc3c2)cs1 (stereo not drawn)	/	-5	3
Fc1ccc(C2(c3noc(Cc4ccc5c(c4)OCO5)n3)CCOC2)cc1 (stereo not drawn)	/	-9	23
O=C1CCCC2=C1C(c1cccnc1)n1nc(SCc3ccccc3F)nc1N2 (stereo not drawn)	-15	0&-7	3&-6
CCc1ccccc1NC(=O)COc1cc(C)nc(N2CCc3ccccc3C2)n1	/	-3	3
CC(C)(C)c1cc(NC(=O)CNc2ccc3c4c(cccc24)CC3)on1	/	2	4
COCCn1cc(C(=O)N2CCN(c3ccc(F)cc3)CC2)c2nn(-c3ccccc3)c(=O)c-2c1	-10	-6	8
C=CCn1c(=O)n(CC=C)c(=O)n(CC(=O)NC(C)COC)c1=O (stereo not drawn)	/	-7	2
O=C(c1ccc(C(F)(F)F)cc1)N1CCCC(N2CCN(c3ccccc3F)CC2)C1 (stereo not drawn)	/	-7	3
CSc1ccc(-c2nc(CN3C[C@H](O)[C@@H](N4CCOCC4)C3)c(C)o2)cc1	/	-7	-3
CCN(CC)CC(=O)N1CCN(C(=O)C=C(C)C)CC1	/	-6	7
COc1ncc(-c2nccn2C(C)Cc2ccsc2)cn1 (stereo not drawn)	/	-5	0
Clc1ccc2c(NC3CC3)nc(-c3cccs3)nc2c1	1	7	9

Structures above containing an aryl thioether with sulfur outside any ring:
SMILES	mcGAS lum	hcGAS lum	NPYLR7 agonist
CN(Cc1ccccc1)c1nc2c(c(=O)[nH]c(=O)n2C)n1CCSc1nc2ccccc2o1	/	-8	-1
CCSc1nc(N)c(C#N)c(-c2ccco2)c1C#N	-5	14	3
Cc1cccc(NC(=O)CSc2ccnc(=O)[nH]2)c1	-3	-2	6
CCn1c(CCCCCCN)nnc1SC	/	-5	15
O=C1CCCC2=C1C(c1cccnc1)n1nc(SCc3ccccc3F)nc1N2 (stereo not drawn)	-15	0&-7	3&-6
CSc1ccc(-c2nc(CN3C[C@H](O)[C@@H](N4CCOCC4)C3)c(C)o2)cc1	/	-7	-3

The listing continues:
SMILES	mcGAS lum	hcGAS lum	NPYLR7 agonist
COc1ccc(-c2cc(CC(=O)NCc3cccs3)no2)cc1OC	-6	-4	7
O=C(CCCCSc1nnc(Cc2ccccc2)n1-c1ccc(Cl)c(Cl)c1)N1CCN(c2cccc(Cl)c2)CC1	-3	-2	-8
COc1ccc(CC(=O)N2CCC3(CC2)SCCN3C(=O)c2cccc(OC)c2)cc1	-2	2	-9
Cc1cccc(Nc2cc(N3CCN(CC(=O)Nc4cc(C)nn4C)CC3)ncn2)c1	-3	0	-1
O=C(c1cc(Cl)c[nH]1)N1CCN(CC2CC2)CC1	/	-13	-18
CNC(=S)N(CCc1ccc(OC)c(OC)c1)C1CC(=O)N(c2ccc(C(=O)OC)cc2)C1=O (stereo not drawn)	-4	-3	3
Cc1c(Cl)cc(NC(=O)NCCc2ncnn2C)cc1Cl	/	1	-1
FC(F)(F)c1cc(-c2cccs2)nc2c3ccccc3nn12	-4	-2	1
CC(C)N1CCc2c(c(C(=O)NCCCc3ccccc3)nn2Cc2ccncc2)C1	-7	-11	17
CCC1(c2ccc(Cl)cc2)NC(=O)N(CC(=O)Nc2ccccc2OC)C1=O (stereo not drawn)	/	4	12
CCOc1ccc(C(=O)Oc2coc(CSc3nc(C)cc(C)n3)cc2=O)cc1OCC	-1	0	-17
CC(C)CC(CNCc1cc(Br)cs1)N(C)C (stereo not drawn)	/	-11	2
CC(C)(C)NC(=O)c1csc(C(O)c2ccc(C(C)(C)C)cc2)n1 (stereo not drawn)	-5	-2	6
CN(CCC1CCCCN1C)C(=O)C1CCCO1 (stereo not drawn)	/	-18	3
CCOC(=O)C1=C(C)NC(=S)NC1C (stereo not drawn)	/	-6	4
Cc1nc(CN2CCCCC2CCc2ccc(O)cc2)no1 (stereo not drawn)	-17	-7	3
O=C1OCCC1N1CCC(c2ccccc2)CC1 (stereo not drawn)	/	4	0
CCC1CN(C(=O)NC2CCN(c3cccc(C)n3)CC2)CCS1 (stereo not drawn)	-6	-13	12
Cc1cc(C)c2ccc(/C=C/c3ccccc3[N+](=O)[O-])nc2c1O	0	2	-7
CCOC(=O)C1CCCN(C(=O)CC(c2cccc(C)c2)c2cn(CC)c3ccccc23)C1 (stereo not drawn)	-6	-7	-1
FC(F)(F)CCc1ccnc(N2CCC(Nc3ncccn3)CC2)n1	/	-4	-2
Fc1ccccc1-c1noc2c1CN(Cc1cccn1-c1ncccn1)CC2	/	-8	8
Cc1ccc2ncn(C3CCN(C(=O)c4ccc[nH]4)CC3)c2c1	-3	-5	5
CC(C)CSc1nc2c(c(=O)n(C)c(=O)n2C)n1Cc1ccccc1	/	-12	17
O=C(CCC1CCCO1)NNC(=O)c1cc(Br)c[nH]1 (stereo not drawn)	/	-13	10
CCCCOC(=O)N1CCC2(CC1)[C@H](C(=O)OCC)[C@@H](OC)C(=O)N2C	-4	-4	16
COCCCn1c(C)cc(-c2csc(N)n2)c1C	-8	-8	0
CCOc1ccc(C(C2Sc3nc(CC)nn3C2=O)N2CCN(CCO)CC2)cc1 (stereo not drawn)	-8	-9	0
Cc1ccc(-c2nn3c(C)nnc3c3ccccc23)cc1S(=O)(=O)N1CCCCC1	/	2	-18
O=C(/C(Cl)=C/Nc1cccc(S(=O)(=O)N2CCCCC2)c1)C(F)(F)F	/	-6	0
CCC1CCc2nc(NC(=O)CSC(C)C(=O)Nc3cc(C)on3)sc2C1 (stereo not drawn)	/	1	3
Cc1ccc(F)c(N2C(=O)CSC2c2ccc(NC(=O)C(C)(C)CCl)cc2)c1 (stereo not drawn)	-4	-4	4
Cc1ccc(NC(=O)CCC(=O)c2ccc3c(c2)CCC3)c(Cl)c1	-17	-3	0
CCC(CC)C(=O)NCCn1nc(-c2ccco2)ccc1=O	-1	17	-1
CN1C(=O)CCC2(CNC(=O)C3CC3)CCC=C12 (stereo not drawn)	-6	-11	/
CC(C)(C)n1nc2c(c1NC(=O)/C=C\c1ccc3c(c1)OCO3)CSC2	-10	-4	-3
CC(=O)Oc1c(-c2ccc(N)cc2)c(-c2cccc(C)c2)nn1-c1ccc(C)cc1	/	1	26
COc1ccc(-c2cc(C(=O)O)n(-c3cc(C)ccc3C)n2)c(OC)c1	/	-5	3
CC1(c2ccc3c(c2)CCC3)NC(=O)N(Cc2nccs2)C1=O (stereo not drawn)	/	-3	2
CC1CN(Cc2cccc3c2OCO3)Cc2cc(Cl)ccc2O1 (stereo not drawn)	-14	-8	20
COc1ccc(F)c(-c2nc(COc3ccccc3C(N)=O)c(C)o2)c1	-8	-2	/
COc1cccc(C(=O)N2CCN(C(C(=O)NCC3CCCO3)C3CCCC3)CC2)c1 (stereo not drawn)	-4	0	-4
c1ccc(Nc2nc(NC3CCCC3)nc3nccnc23)cc1	/	2	7
COc1cc(CC(=O)N2CCC3(CC2)OCc2cc(-c4ccc(F)c(F)c4)ccc2O3)cc(OC)c1OC	-1	8	-22
CCOC(=O)c1cc([C@@H](C)CCC=C(C)C)sc1NC(=O)C(C)Oc1ccccc1 (stereo partly drawn)	-6	-3	5
CCn1cc(C(CC(=O)NCc2ccccn2)c2cccc(OC)c2)c2ccccc21 (stereo not drawn)	-4	-9	36
CCCN(CCc1c[nH]c2ccc(NC(=O)COC(C)=O)cc12)CC1CC1	-4	-2	4
COC(=O)C(NC(=O)c1cnccn1)c1cccc(C)c1 (stereo not drawn)	/	-6	12
C#CCOCC(O)CN(Cc1ccccc1)CC1CC(c2ccc(Cl)cc2)=NO1 (stereo not drawn)	-2	-3	-2

Record cards, from the list above. Order of values: mcGAS lum, hcGAS lum, NPYLR7 agonist
Shown for C#CCOCC(O)CN(Cc1ccccc1)CC1CC(c2ccc(Cl)cc2)=NO1 (stereo not drawn) → -2, -3, -2
Shown for CCn1cc(C(CC(=O)NCc2ccccn2)c2cccc(OC)c2)c2ccccc21 (stereo not drawn) → -4, -9, 36
Shown for c1ccc(Nc2nc(NC3CCCC3)nc3nccnc23)cc1 → /, 2, 7
Shown for CCCN(CCc1c[nH]c2ccc(NC(=O)COC(C)=O)cc12)CC1CC1 → -4, -2, 4
Shown for COC(=O)C(NC(=O)c1cnccn1)c1cccc(C)c1 (stereo not drawn) → /, -6, 12

3 compounds out of the list, sorted by formula weight, highest first.
SMILES	mcGAS lum	hcGAS lum	NPYLR7 agonist
COc1cc(CC(=O)N2CCC3(CC2)OCc2cc(-c4ccc(F)c(F)c4)ccc2O3)cc(OC)c1OC	-1	8	-22
C#CCOCC(O)CN(Cc1ccccc1)CC1CC(c2ccc(Cl)cc2)=NO1 (stereo not drawn)	-2	-3	-2
c1ccc(Nc2nc(NC3CCCC3)nc3nccnc23)cc1	/	2	7
